HCV inh: qHTS Assay for Inhibitors of Hepatitis C Virus (HCV); Potency, µM (highest dose often 41.8 µM), for the others: at the highest dose activity change, negative = inhibition, hits mostly inhibitors; hit rate 3.4% among 340,000; Huh7.5.1 HCVcc-Cre infection, luciferase reporter, 44 h; AID 651820, 2012; active means well fitted inhibition curve with a large enough effect; inconclusive means small, poorly fitted or top-dose-only effect, or another doubt; inactive means no such curve, though single readings can be large or run the other way
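Cells seeded at 1,000/well and cultured 4 h, then compounds added followed by HCVcc-Cre virus (~0.5 moi). After 44 h further culture, luciferase substrate was added, plates held 15 min at room temperature, and luminescence read for 15 sec.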
Starred values were filed as active, the others as inactive; ? = inconclusive; [ ] = remark or other dose. On the % scale 0 is the no-effect control and ±100 the full control effect; potency means the concentration at half of the fitted maximal effect.

smiles,HCV inh
C(=NN=C(NN=Cc1cccs1)NN=Cc1cccs1)c1cccs1,10µM*
CC1CN(Cc2ccccc2)C(=O)NC1=O (centres undefined),5.7%
Cc1c2cnn(CC(=O)NCCN3CCOCC3)c(=O)c2c(C)n1Cc1ccccc1F,2.2%
Cc1c(C)n(Cc2ccccc2)c2ccc(C(=O)O)cc12,15.6%
CCCCNC(C)Cc1ccccc1 (centres undefined),0.1%
O=c1[nH]c2c(=O)[nH]cnc2nc1-c1ccccc1,-3.3%
CC[C@@]1(C(=O)OC)N[C@H](CN(C)C(=O)c2ccc(F)cc2)[C@@H]2C(=O)N(C)C(=O)[C@@H]21,-3.9%[8.37 µM]
CN(c1ccc(OCC(=O)OCC(=O)Nc2ccc(OC(F)F)cc2)cc1)S(=O)(=O)c1cccs1,14.0%
CN1CCC(CC(C(=O)N2CCCC2)(c2ccccc2)c2ccccc2)C1 (centres undefined),-12.6%
O=C(c1ccncc1)N1CCN(S(=O)(=O)c2ccccc2F)CC1,28.5%
Cc1ccc(Nc2nc(-c3ccc(S(=O)(=O)N4CCOCC4)cc3)cs2)cc1,?
C[C@H]1C=C(C(=O)O)O[C@@H](OCc2ccc(CO)cc2)C1,-1.1%[8.37 µM]
Cc1cccc(OCC(=O)Nc2ccncc2)c1,-14.1%
CCOC(=O)C1CCN(C(=O)COC(=O)/C=C/c2cccc(OC)c2OC)CC1,1.3%
CC(=O)O[C@@H]1/C=C/[C@](C)(O)C[C@@H](C)C/C=C/[C@H]2[C@H](O)C(C)=C(C)[C@H]3[C@H](Cc4ccccc4)NC(=O)[C@@]123,5.2%
O=[N+]([O-])c1cc2c(c3cccnc13)COCO2,-5.7%
COc1ccc(C#Cc2c(-c3ccc(OC)cc3)oc3ccc(-c4ccc5c(c4)OCO5)cc23)cc1,9.4%
N#CC1=C(SCC(N)=O)NC(=O)CC1c1cccc2ccccc12 (centres undefined),0.5%
O=S1(=O)c2ccc(Br)cc2OC(COCc2ccccc2)CN1Cc1ccccc1 (centres undefined),-22.2%
Cc1ccc2ccccc2c1CSc1nc(N)nc2c1ncn2CC(C)C,?
CCC1CCC/C1=N\NC(=O)c1ccc(Cl)cc1 (centres undefined),8.0%
CCCC[C@@H]1CN=C(N)N1CCCC,-10.1%
COC1C(O)C(C)OC(OC2CCC3(C=O)C(CCC4C3CCC3(C)C(C5=CC(=O)OC5)CCC43O)C2)C1O (centres undefined),?
CCCNC(=O)Cn1c(=O)/c(=C/c2ccc(-c3cccc([N+](=O)[O-])c3)o2)s/c1=C\C(=O)C(C)(C)C,-2.4%
COc1cccc2sc3cc(NCc4ccc5c(c4)OCO5)ccc3c(=O)c12,?
C/C(Sc1nnc(Cc2ccccc2)o1)=C(\O)c1ccccc1,-9.7%
CC(C)C(NC(=O)CN(c1ccc2c(c1)OCCO2)S(=O)(=O)c1ccccc1)C(C)C,17.6%
Nc1ncnc2c1ncn2[C@@H]1O[C@H](CNS(=O)(=O)c2ccc(-c3ccno3)s2)[C@@H](O)[C@H]1O,2.3%
O=C(COc1coc(CN2CCN(c3ccc(F)cc3)CC2)cc1=O)NC1CCCCC1,-18.8%
N#Cc1c(NC(=O)CN2C(=O)c3ccccc3C2=O)oc(-c2ccccc2)c1-c1ccccc1,13.2%

4 entries picked at random from those above:
smiles,HCV inh
CC(=O)O[C@@H]1/C=C/[C@](C)(O)C[C@@H](C)C/C=C/[C@H]2[C@H](O)C(C)=C(C)[C@H]3[C@H](Cc4ccccc4)NC(=O)[C@@]123,5.2%
CCCNC(=O)Cn1c(=O)/c(=C/c2ccc(-c3cccc([N+](=O)[O-])c3)o2)s/c1=C\C(=O)C(C)(C)C,-2.4%
CC[C@@]1(C(=O)OC)N[C@H](CN(C)C(=O)c2ccc(F)cc2)[C@@H]2C(=O)N(C)C(=O)[C@@H]21,-3.9%[8.37 µM]
CCOC(=O)C1CCN(C(=O)COC(=O)/C=C/c2cccc(OC)c2OC)CC1,1.3%

Other records
smiles,HCV inh
CN(C(=O)C1CCN(S(=O)(=O)c2ccccc2[N+](=O)[O-])CC1)C1CCCCC1,-10.0%
CSc1nc(N)nc2c1ncn2CC(=O)NCc1ccc2c(c1)OCO2,-4.0%
CC(=O)OCCC(C)C,32.0%[activator]
Cc1ccc(OCC(=O)Oc2ccccc2[N+](=O)[O-])cc1,30.2%[activator]
Cc1ccc(C)c(S(=O)(=O)N2CCN(C(=O)Cc3sc(C)nc3-c3ccc(F)cc3)CC2)c1,?
CC(C)N(Cc1ccccc1)C(=O)COC(=O)c1cnc(Cl)c(Cl)c1,?
COc1ccc2sc(-c3ccc(S(C)(=O)=O)cc3)c(-c3ccc(SC)cc3)c2c1,?
Cc1c(N(C)S(=O)(=O)c2ccc(Cl)c(C(=O)NCC3CCCO3)c2)c(=O)n(-c2ccccc2)n1C (centres undefined),6.1%
NC(=O)C[C@H](NC(=O)c1ccc(Cl)cc1)C(=O)OCc1ccccc1,8.0%
COc1ccc(C(=O)COC(=O)c2c(C)noc2C)cc1Cl,-8.2%
COc1ccc(NC(=O)c2cc(S(=O)(=O)N3CCOCC3)ccc2C)cc1S(=O)(=O)N1CCCCC1,-27.1%
O=[N+]([O-])c1ccc(NN=Cc2ccccc2)nc1,8.6%
C#CCN1C=CC(=O)[C@@H](OC(=O)Nc2ccc(Br)cc2)[C@H]1c1ccccc1Br,?
COC(=O)CN1C(=O)[C@H]2[C@@H](/C=C/c3ccccc3)N3C(=O)CN(Cc4ccccn4)C(=O)[C@@]3(Cc3ccccc3)[C@H]2C1=O,-1.4%
C[C@H](CO)N1C[C@H](C)[C@@H](CN(C)C)Oc2c(NC(=O)C3CC3)cccc2C1=O,3.16µM*
CN(Cc1ccc(OC(F)F)cc1)C(=O)c1cccc(S(=O)(=O)N2CCN(c3ccccc3)CC2)c1,5.01µM*
O=C(c1c(F)c(F)c(F)c(F)c1F)N1CCc2ccccc21,23.8%
O=C(N[C@H]1/C=C\[C@@H](O)CCCC1)OCc1ccccc1,-12.2%
CC(=O)c1cccc(-c2ccc(CN3C(CC(C)C)C(=O)N(Cc4cn(CC5CCCCC5)nn4)CCS3(=O)=O)cc2)c1 (centres undefined),-21.0%[8.37 µM]
O=C(NCCc1ccccc1)c1cccc(NC(=O)C2CC2)c1,0.562µM*
O=C(Cc1ccc([N+](=O)[O-])cc1)Nc1cccc(C(=O)N2CCCC2)c1,-29.3%
Nc1ccc2c(c1)C(=O)c1cc(Cl)c(Cl)cc1-2,19.4%
COc1ccc(OC)c(NC(=O)CSc2ncnc3sc(C)cc23)c1,5.9%
CN(C(=S)NC(=O)C12CC3CC(CC(C3)C1)C2)c1ccc(O)cc1,10.2%
CC(=O)Nc1ccc(CCCCc2ccccc2)cc1,-23.8%
C[C@H]1CN([C@@H](C)CO)C(=O)c2cccc(NC(=O)c3nc4ccccc4s3)c2O[C@H]1CN(C)C(=O)Nc1ccc(F)cc1,?
C[C@@H](NC(=O)C(=O)c1c[nH]c2ccccc12)c1ccccc1,-21.5%
C=CC[C@@H](CC(=O)NCCO)C(=O)N[C@@H](COC(=O)[C@@H](CC=C)Cc1ccc(F)cc1)Cc1ccccc1,-1.2%
O=C(c1ccco1)N1CCN(C(=O)C2CCN(S(=O)(=O)c3cccc4nsnc34)CC2)CC1,15.8%
O=S(=O)(c1cc(F)ccc1F)N1CCN(c2ncnc3ccccc23)CC1,3.16µM*
Cc1cccc(NC(=O)c2ccc(C)c(S(=O)(=O)N3CCOCC3)c2)n1,-4.0%
C=CCNC(=O)c1cccc2c1C(=O)c1ccc(N3CCCC3)cc1S2(=O)=O,-5.3%
CC1=Nc2ccc(C)c3nc(C)cc(c23)N1c1ccc(C)cc1,-20.7%
Cc1cccc(NC(=O)CNC(=O)CN2C(=O)NC(C)(CCC(C)C)C2=O)c1C (centres undefined),2.3%
COc1ccc(S(N)(=O)=O)cc1C(=O)NNC(=O)c1cccc(S(=O)(=O)N2CCOCC2)c1,1.8%
Cc1ccc(S(=O)(=O)N2[C@@H](c3ccc4c(c3)OCO4)C(C(=O)O)=C[C@H]2C(C)(C)C)cc1,-10.1%
COc1cc(C)ccc1OCC(=O)Nc1nnc(C2CC2)s1,3.7%
CC(C)(C)OC(=O)C[C@H]1C/C=C\C[C@H](CC(=O)NCCO)C(=O)NC[C@@H](c2ccccc2)OC1=O,8.5%
Cc1ccc(-c2cc(=O)[nH]c3ccccc23)cc1,-18.4%
CC1(C)CC[C@@]23CC[C@]4(C)[C@@](OC2=O)(C3C1)[C@H]1O[C@H]1C1[C@@]2(C)CC[C@H](O)C(C)(C)C2CC[C@]14C (some centres undefined),-8.9%
CC(C)C(=O)N[C@@H]1c2ccccc2CC[C@@H]1OCc1ccccc1,1.8%
O=c1[nH]cnc2c1ccn2C1OC(CO)C(O)C1O (centres undefined),1.12µM*
CSc1ncccc1C(=O)OCC(=O)N1CCCC1,13.7%
C#CCOCCOCCOCCNc1nc(N2CCN(C(=O)Cn3cc(CCO)nn3)CC2)nc(N2CCN(C(=O)[C@H]([C@@H](C)CC)n3cc(CCCCN)nn3)CC2)n1,-3.4%[8.37 µM]
O=C1c2ccccc2C(=O)N1CCc1c(-c2ccccc2)[nH]c2ccccc12,?
O=C(COC(=O)c1ccccc1C(F)(F)F)NC(=O)NCc1ccco1,11.6%
Cc1ccc(-c2nnc(N3CCOCC3)c3ccccc23)cc1S(N)(=O)=O,10.2%
COC(=O)[C@H](C)N(Cc1ccc(Cl)c(Cl)c1)S(=O)(=O)CCN1CCCC1,?
C=C1C(=O)OC2C1CCC(C)C1(O)C=CC(=O)C21C (centres undefined),8.91µM*
Cc1ccc2c(c1)-n1c(nc3cc(Cl)ccc3c1=O)C(Cc1ccccc1)NC2=O (centres undefined),?
CCOc1ccc(NC(=O)c2ccccc2-c2ccccc2C(=O)O)cc1,17.9%
CC(NC(=O)CN1C(=O)NC2(CCCCCCC2)C1=O)c1ccccc1 (centres undefined),14.1%
CCC(=O)c1ccc(OC(=O)c2ccc(Br)o2)cc1,17.2%
COc1cccc(SCc2noc(C(=O)NCCN(C)C)c2C(=O)NCCN(C)C)c1,?
CCC1(C)CN=C(c2ccccc2)NC1 (centres undefined),8.7%
CCOc1ccc(NC(=O)CN(C)C(=O)C(C)Oc2ccc(Cl)cc2)cc1OCC (centres undefined),?
COc1ccc(C2=CC(=O)CC(c3ccc(F)cc3)C2)cn1 (centres undefined),-11.1%
COc1cc2c(cc1OC)C(c1cc(OC)c(OC)c(OC)c1)C1(O)C(=O)OCC1(O)C2 (centres undefined),2.3%
COC(=O)c1cc(OC)c(OC)cc1NC(=O)CSCc1c(C)noc1C,5.0%
COC(=O)c1ccc(/C=C2\SC(=S)N(CCCC(=O)N3CCOCC3)C2=O)cc1,4.1%

Carrying on:
smiles,HCV inh
C=CC[C@H](CC(=O)N(CCO)Cc1ccccc1)C(=O)N[C@H](COC(=O)[C@@H](CC=C)Cc1ccc(F)cc1)C(C)(C)C,?
Nc1ccc2c(c1Br)Cc1ccccc1-2,?
Cc1cccc(NC(=O)C2CCCCN2S(=O)(=O)c2ccccc2)c1C (centres undefined),-1.0%
O=C(OCC1CCC=CO1)C1CCC=CO1 (centres undefined),20.9%
CCCN1C(=O)C(=O)c2cc(Cl)ccc21,?
COC(=O)c1cc2c(n1S(=O)(=O)c1ccc(C)cc1)C(=O)C(=O)c1[nH]cc(C(=O)OCc3ccccc3)c1-2,?
CCc1nc2ccc(C(=O)N(C)CC(=O)Nc3ccccc3C(F)(F)F)cc2nc1CC,?
COc1ccc(CCNC(=O)CSCc2ccc(C)cc2)cc1OC,-1.1%
O=c1[nH][nH]c(=O)c2nc(Nc3ccccc3)ncc12,2.3%
Cc1cccc(C)c1NC(=O)CN1CCN(C(=O)c2ccc(OCc3cn4ccccc4n3)cc2)CC1,13.3%
COc1cccc(C(=O)OCC(=O)N2CCC(Cc3ccccc3)CC2)c1OC,-24.2%
Cn1cccc1C(=O)OCC(=O)c1c[nH]c2ccccc12,-9.9%
COc1ccc(NC(=O)c2ccc(NC(=O)C3COc4ccccc4O3)cc2)c(OC)c1 (centres undefined),1.0%
COc1ccc(C2=NOC(Cn3nc(-c4ccccc4)cc3C(=O)NCc3ccco3)C2)cc1 (centres undefined),?
Cc1nc(N)nc(N)c1-c1ccc([N+](=O)[O-])cc1,-18.5%
COc1ccc2c(c1)OCC(O)(c1ccccc1)C2=O (centres undefined),7.4%
COc1ccccc1C(=O)NC(CCSC)C(=O)OCC(=O)N1CCN(S(=O)(=O)c2ccc(C)cc2)CC1 (centres undefined),7.3%
COc1ccc(C(=O)O)cc1S(=O)(=O)N1CCN(Cc2ccc3c(c2)OCO3)CC1,19.0%
CCOc1cc(C(=O)NC(C)C2CC3CCC2C3)cc(OCC)c1OCC (centres undefined),-14.5%
COc1ccc(OC)c(/C=N\NC(=O)c2ccc(COc3ccc(C)cc3[N+](=O)[O-])o2)c1,?
Cc1cc(C(=O)COC(=O)c2nn(C)c(=O)c3ccccc23)c(C)n1C,-19.2%
CC(=O)OC1[C@H](Oc2c(O)c(C)c3c4c2[C@@H](C)CC[C@@H]4[C@@H](C)C[C@@H]3C=C(C)C)OC[C@@H](O)[C@@H]1O (some centres undefined),-3.3%
Cc1cc(N(CCCl)CCCl)ccc1C=Cc1ccncn1,?
O=C1NC(Cc2ccc(O)cc2)c2nc3ccc(Cl)cc3c(=O)n2-c2ccc(Cl)cc21 (centres undefined),12.1%
Cc1ccc(NS(=O)(=O)c2ccc(C(=O)NCCN3CCOCC3)cc2)cc1,-14.7%

Screening results deposited in PubChem BioAssay by National Center for Advancing Translational Sciences (NCATS).

Not all compounds are listed. The share of hits here may be higher or lower than overall.
